Source: PubChem BioAssay (several laboratories)
V-ATPase pHluor: regulators of yeast V-ATPase proton pumping, primary screen, pHLuorin cytosolic pH fluorescence; S. cerevisiae; response, % at 10 µM; actives 0.37% (n = 350,000); in the data active = response mostly above about 7.3%, no sharp cut-off; inactive = mostly below about 5.4%; note: actives read high; inactives centre near 0; some compounds called inactive have numbers as strong as hits; reference of the scale not given here
Rtt109 HAT inh: inhibitors of C. albicans Rtt109/Vps75 HAT, primary screen, biochemical, ThioGlo CoA-SH fluorescence, plate reader | AID 540336, 2011 | actives 0.16% (n = 330,000) | inhibition, % at 34.9 µM | purified Rtt109/Vps75, 4 h | Histone acetyltransferase RTT109 (Candida albicans (strain SC5314 / ATCC MYA-2876)), …;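 active = inhibition of at least 50% in every replicate; inconclusive = best replicate reaches 50% inhibition but some replicates fall short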
Target sequence (Q5AAJ8 whole entry, looked up): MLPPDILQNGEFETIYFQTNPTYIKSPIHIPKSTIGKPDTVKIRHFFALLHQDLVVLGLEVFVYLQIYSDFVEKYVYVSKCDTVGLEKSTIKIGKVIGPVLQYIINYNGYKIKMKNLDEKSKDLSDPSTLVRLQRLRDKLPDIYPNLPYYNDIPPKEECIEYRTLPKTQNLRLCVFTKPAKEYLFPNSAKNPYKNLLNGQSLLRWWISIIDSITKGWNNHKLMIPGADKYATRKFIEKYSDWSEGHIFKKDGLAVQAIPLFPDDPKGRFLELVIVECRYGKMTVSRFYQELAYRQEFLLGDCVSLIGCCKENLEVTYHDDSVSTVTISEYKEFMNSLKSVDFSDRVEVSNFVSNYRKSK
Tat transport: E. coli Tat export inhibitors, primary screen, MC4100, TorA-mCherry reporter, fluorescence, single point | inhibition, % at 10 µM | actives 0.036% (n = 340,000) | AID 488895, 2010;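 active = mean replicate inhibition at least 50% and at least half of replicates individually reaching 50%; inconclusive = only one of the two criteria met; inactive = neither criterion met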;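 note: exported cargo escapes ClpAP degradation while cytoplasmic cargo is degraded and loses fluorescence; 0% = median of neutral control wells and 100% = median of NaSCN control wells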
CDK5 inh: inhibitors of human CDK5/p35 kinase, primary screen, biochemical, single concentration; actives 0.01% (n = 330,000); AID 488839, 2010; inhibition, % at 10 µM; Cyclin-dependent kinase 5 (Homo sapiens) + Cyclin-dependent kinase 5 activator 1 (Homo …; Recombinant CDK5/p35, ADP-Glo luminescence, 60 min;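 active = highest replicate inhibition of at least 50% and at least 75% of replicates reaching 50%; inconclusive = only one of the two criteria met; inactive = both criteria failed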;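 note: plate controls were DMSO neutral control for no effect and GW8510 at 10 µM for full effect; many of its hits are not listed in these tables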
dFosB activator: activators of delta FosB homodimer, primary screen, biochemical, fluorescence polarization, TAMRA-CDK5 oligo, single point. Protein FosB (Mus musculus), P13346. purified delta FosB; percent of positive-control signal above neutral wells. activation, % at 25 µM. actives 0.99% (n = 340,000). AID 493131, 2011;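 active = mean activation above about 17%, with every replicate also reaching it, limit read from the data, passing the limit was not always enough; inconclusive = only one of the two conditions met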;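 note: fluorescence polarization rise as delta FosB binds a TAMRA Cdk5 AP-1 oligo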
Target sequence (P13346 whole entry, looked up): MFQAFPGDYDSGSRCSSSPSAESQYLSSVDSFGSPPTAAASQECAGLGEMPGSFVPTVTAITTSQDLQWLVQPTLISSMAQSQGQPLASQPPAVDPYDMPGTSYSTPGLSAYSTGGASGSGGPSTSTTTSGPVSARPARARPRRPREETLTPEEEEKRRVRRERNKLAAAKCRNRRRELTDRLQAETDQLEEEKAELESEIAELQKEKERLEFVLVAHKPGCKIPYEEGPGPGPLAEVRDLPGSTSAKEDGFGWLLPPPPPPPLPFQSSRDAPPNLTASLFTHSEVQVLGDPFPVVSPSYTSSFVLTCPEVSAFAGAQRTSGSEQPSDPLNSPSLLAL
Wnt bcat act: Wnt/beta-catenin pathway activators, primary screen, cell-based, plate reader, single point; Wnt/beta-catenin reporter cell assay, activator; activation, % at 9.35 µM; actives 1.2% (n = 300,000); AID 743398, 2014; in the data active = activation above about 30%, passing the limit was not always enough; inconclusive = no clear call, values can overlap the other calls;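 note: 0% = neutral control wells and 100% = positive control wells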
CAL PDZ FP-1: CAL PDZ peptide-binding inhibitors, primary screen, biochemical, fluorescence polarization, Cer-tagged CAL PDZ, HTS. AID 504414, 2011. purified CAL PDZ, TMR-peptide fluorescence polarization, 1 h. actives 0.02% (n = 330,000). inhibition, % at 20 µM. Golgi-associated PDZ and coiled-coil motif-containing protein (Homo sapiens), Q9HD26;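 active = highest replicate inhibition of at least 40%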;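 note: plate controls were DMSO neutral control wells for no effect and unlabeled competitor peptide control wells for full effect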
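System: purified tagged CAL PDZ domain construct (CerCALP). Schedule: 1 h incubation at room temperature before polarization reading. Medium: 25 mM sodium phosphate pH 7.4, 150 mM NaCl, TCEP, IgG, Thesit. Read-out: percent inhibition from loss of millipolarization. Measured by: FP readout, S and P plane fluorescence. Probe or stimulus: fluorescent TMR peptide probe.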
CAL PDZ FP-2: untagged CAL PDZ binding inhibitors, primary screen, biochemical, fluorescence polarization, HTS; purified CAL PDZ, TMR-peptide fluorescence polarization, 1 h; inhibition, % at 24.9 µM; actives 0.92% (n = 300,000); AID 602252, 2012;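 active = mean inhibition of at least 30% with at least half of replicates also reaching 30%; inconclusive = no clear call, values can overlap the other calls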;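 note: 0% = DMSO neutral control and 100% = excess unlabeled competitor peptide PRC23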
RTF Ca sens act: cardiac RTF calcium sensitivity activators, primary screen, biochemical, IANBD-TnC fluorescence, EC20 calcium | Troponin I, cardiac muscle (Homo sapiens) + Troponin T, cardiac muscle (Homo sapiens) + … | IANBD-labeled TnC RTF fluorescence at EC20 calcium; 0% EC20 calcium, 100% full calcium | activation, % at 7.2 µM | actives 0.24% (n = 340,000) | AID 493008, 2010;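 active = activation above the mean over all tested compounds plus 3 SD, cut at about 30% in these data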;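 note: rise in fluorescence read as greater calcium sensitivity of cardiac thin filaments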
MITF act: activators of MITF-driven TRPM1 promoter reporter, primary screen, cell-based, SK-MEL-5, luciferase, single point; SK-MEL-5 TRPM1-promoter luciferase, 24 h; % of positive control, neutral wells = 0; activation, % at 12.5 µM; actives 0.75% (n = 300,000); AID 588334, 2011;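 active = mean activation of at least 80% with every replicate also reaching 80%; inconclusive = mean reaches 80% but some replicate falls short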;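 note: 0% = neutral control wells and 100% = parthenolide positive control wells; values of inactives mirror those of a sister screen read the other way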
The depositor's hits bear a star; ? = inconclusive; nt = not tested or not shown.

Every second line gives: V-ATPase pHluor, Rtt109 HAT inh, Tat transport, CDK5 inh, dFosB activator, Wnt bcat act, CAL PDZ FP-1, CAL PDZ FP-2, RTF Ca sens act, MITF act
- CCN(Cc1ccccc1)C(=O)c1ccc2c(=O)n3c(nc2c1)CCC3
 : 1, 1, -1, -2.6, 1, 5, -0.8, 0, 3, -12
- COc1ccc(NC(=O)CN(C)C(=O)c2c(-c3c(F)cccc3Cl)noc2C)cc1
 : -5, -4, -5, 2.1, -1, 0, -1.6, -3, 3, 4
- Cc1ccc(NS(=O)(=O)c2cc3c4c(cccc4c2)C(=O)NC3=O)cc1
 : 4, 9, -7, -3.4, 2, -1, 0.1, -1, 1, -22
- O=C(NCc1ccccc1)C(c1ccccc1)N(Cc1cccs1)C(=O)c1cnccn1 (stereo unspecified)
 : -3, -3, 4, 1.5, 4, nt, -0.5, -3, -1, nt
- Cc1ccc(S(=O)(=O)N2CCOCC2)cc1NC(=O)COC(=O)COc1ccccc1[N+](=O)[O-]
 : 0, nt, 6, 1.2, 4, -2, -0.7, 2, 1, -2
- Cc1ccc2c(c1)N(CC(=O)N1CCOCC1)C(=O)CO2
 : -2, -3, 3, 0.4, -6, -2, -2.5, 0, -6, 0
- CSc1ccccc1NC(=O)c1ccccc1C
 : 1, 16, -1, 3.5, -11, 0, 0.5, nt, 6, -1
- Cc1cc(SCC(=O)N/N=C/c2ccc(O)cc2O)nc2ccccc12
 : 2, 4, -16, -1.3, 4, -2, -1.1, 3, 4, nt
- O=C(NNc1nc2ccccc2s1)c1ccc(F)cc1
 : 5.8*, 1, -1, -0.4, -2, 0, -2.0, -3, -1, 6
- Cc1ccc(-n2c(Cn3cnc4ccccc43)nnc2SCC(=O)O)cc1
 : 0, -1, -1, 0.7, 6, -1, -1.6, 0, 3, nt
- Cc1cc(C)cc(NC(=O)CCCN2C(=O)C(c3ccccc3)Oc3cccnc32)c1 (stereo unspecified)
 : 1, 6, 1, 2.4, 1, 1, -3.1, -4, -6, 1
- CCOC(=O)C1(Cc2ccc(OC)cc2)CCN(C(=O)c2cc3ccccc3[nH]2)CC1
 : 2, 6, 5, 0.8, -3, 23, -2.8, -1, -7, 1
- COc1ccc(NC(=S)N(CCC(C)C)C2CCN(C(C)C)CC2)cc1Cl
 : 5, 11, -8, 2.0, -3, 2, -1.0, -1, 1, 27
- COC(=O)C1=C(CSc2nc3ccccc3o2)NC(=O)NC1c1cc(C)ccc1C (stereo unspecified)
 : -4, 13, -2, 0.6, -3, nt, 0.2, -3, 0, -1
- S=c1[nH]nc(-c2ccccn2)n1/N=C/c1ccccc1
 : 1, -4, -5, -0.4, -4, -1, -0.3, nt, -5, -3
- CC12CN3CC(C)(CN(C1)C3c1cc3ccccc3[nH]1)C2=O (stereo unspecified)
 : -6, 0, 19, -3.7, 1, nt, -0.9, -2, 8, 4
- Cc1ccc(S(=O)(=O)N(C)C)cc1NC(=O)COC(=O)/C=C/c1cnc2ccccc2n1
 : 0, -2, 8, -1.9, 2, 2, -2.4, -1, 4, -10
- COc1cccc(-c2cc3c(-n4cccc4)ncnc3o2)c1
 : 3, -5, 2, 0.1, -29, nt, -2.5, ?, 5, 0
- CCCc1nc2c(s1)CCc1onc(-c3ccc(Cl)cc3)c1-2
 : -3, 3, 4, -0.6, 2, -3, -0.3, -1, -5, -7
- CCN(CC)C(=O)CSc1nnc(CCNC(=O)OC(C)(C)C)o1
 : -2, -11, -1, -0.1, -4, nt, -1.0, nt, -7, 8
- COc1ccccc1NS(=O)(=O)c1cc(C(=O)NCCCN2CCCC2=O)ccc1C
 : 2, 0, -8, -0.2, -2, -3, -0.1, -3, -4, 2
- Cc1cccc(Nc2nnc(SCC(=O)Nc3ccccc3[N+](=O)[O-])s2)c1C
 : 0, -7, -3, 0.2, 0, 4, -0.3, -5, 0, -4
- NC1=NC(=O)/C(=C\c2ccsc2)S1
 : -1, 8, -1, 0.7, -2, -2, -0.9, 5, 1, 10
- Cn1cc(S(=O)(=O)NC[C@H]2O[C@@H](n3cnc4c(N)ncnc43)[C@H](O)[C@@H]2O)cn1
 : -2, -1, -7, -0.9, -5, -3, 1.1, -3, 1, 7
- C/C=C/C=C/C(=O)N1CC2(CC(c3cccc(NC(=O)CCCCC)c3)=NO2)C[C@H]1C(N)=O (stereo partly specified)
 : 3, 5, 0, 1.9, -3, -2, -0.1, -5, 3, 12
- O=C(COc1cccc2ccccc12)N/N=C/c1ccccc1OCc1ccc(C(=O)O)cc1
 : -1, 4, 6, 0.3, -15, 0, -1.8, 6, -12, 26
- Cc1[nH]n(-c2ccccc2)c(=O)c1C(=O)c1ccccc1
 : -2, 0, 3, -0.9, -3, 2, -0.6, nt, 11, 20
- O=C(Nc1ccccc1)Nc1ccc(Br)c(Cl)c1
 : 3, 2, -5, 0.0, 1, -2, -2.9, 1, -2, 9
- CC(=O)c1ccc(N2CCN(C(=O)C3CCN(S(=O)(=O)c4ccc5c(c4)CC(C)N5C(C)=O)CC3)CC2)cc1 (stereo unspecified)
 : -1, 22, -2, -0.9, -4, -2, -0.4, nt, -1, -13
- N#CCCN(C(=O)Nc1ccccc1)c1ccccc1
 : 1, 4, -1, -1.8, -3, nt, -2.2, nt, -1, 4

Next structures:
SMILES	V-ATPase pHluor	Rtt109 HAT inh	Tat transport	CDK5 inh	dFosB activator	Wnt bcat act	CAL PDZ FP-1	CAL PDZ FP-2	RTF Ca sens act	MITF act
O=C(Nc1cccc(C(F)(F)F)c1)c1ccc(Cn2cc(Br)cn2)o1	-1	-4	11	1.2	-4	-5	-0.5	76*	2	-10
Cc1cccc(NC(=O)C2CCCN2S(=O)(=O)c2ccc(F)cc2)c1C (stereo unspecified)	-1	4	17	-8.3	6	5	0.2	-3	12	nt
CCOC(=O)C1CCN(C(=O)Cn2nc(CC)n3cccc3c2=O)CC1	0	-6	-11	-2.8	-1	-2	0.9	0	0	0
COc1cc(OC)c(NC(=S)Nc2cccc(C)c2)cc1Cl	1	5	-3	-0.3	-4	nt	-0.6	4	2	0
CCOC(=O)c1c(Nc2ccccc2)sc(/C=C2\C=Nc3ccccc32)c1O	1	1	1	-0.7	-4	nt	1.8	nt	9	-7
COc1ccccc1CNCC(O)Cn1c2ccccc2c2ccccc21 (stereo unspecified)	-1	nt	-8	0.7	?	26	-0.8	-3	-3	-82
O=C(Cn1cc2c(n1)CCCC2)NCC1CCCO1 (stereo unspecified)	3	-4	3	-0.4	-1	0	-1.7	nt	9	-3
O=C(COC(=O)c1ccco1)c1ccc(F)cc1	4	-1	-8	-4.6	-11	-1	-1.6	-4	-1	18
CC(C)(C)c1nnc2sc(SCC(=O)N3CCc4ccccc43)nn2c1=O	3	-11	-2	-1.3	-5	0	0.3	nt	-3	-3
Cc1c(C=O)c2ccccn2c1C(=O)c1cccs1	-2	-3	-5	-1.0	-22	-3	-1.7	11	16	3

Brought forward from above: 3 entries, followed by the next part.
SMILES	V-ATPase pHluor	Rtt109 HAT inh	Tat transport	CDK5 inh	dFosB activator	Wnt bcat act	CAL PDZ FP-1	CAL PDZ FP-2	RTF Ca sens act	MITF act
O=C(COC(=O)c1ccco1)c1ccc(F)cc1	4	-1	-8	-4.6	-11	-1	-1.6	-4	-1	18
CC(C)(C)c1nnc2sc(SCC(=O)N3CCc4ccccc43)nn2c1=O	3	-11	-2	-1.3	-5	0	0.3	nt	-3	-3
Cc1c(C=O)c2ccccn2c1C(=O)c1cccs1	-2	-3	-5	-1.0	-22	-3	-1.7	11	16	3
CCC(=O)N1CCN(c2ccc(Cl)cc2NC(=O)Cc2ccc(Cl)cc2)CC1	-2	10	-3	-1.7	-14	nt	-2.5	-8	-3	-4
COC(=O)c1[nH]c(C)c(/C(O)=C2\C(=O)C(=O)N(CCN3CCOCC3)C2c2cccnc2)c1C (stereo unspecified)	1	-3	-5	-1.0	4	-1	nt	-2	8	-4
CCOc1ccccc1CN1CCNC(=O)C1CC(=O)NCCc1ccccn1 (stereo unspecified)	-2	6	-18	-1.9	0	1	-1.3	-3	0	5
COC(=O)c1[nH]c2ccccc2c1NC(=O)/C=C/c1ccc2c(c1)OCO2	1	-7	2	-1.7	-12	2	0.4	-5	13	-7
O=C1CC[C@H](O)CCN1[C@H](CSc1ccc(Br)cc1)Cc1ccccc1	0	-3	16	0.7	1	-2	0.7	-2	0	-6
